Source: PubChem (Small Molecule Screening Facility, UW Madison)
PriA SSB inh – K. pneumoniae PriA-SSBct interaction inhibition; inhibition, % at 33 µM; AlphaScreen SSBct-PriA binding, biotinylated peptide; 430,000 tested, 0.6% active; in the data active = inhibition mostly above about 37%, no sharp cut-off; inactive = mostly below about 20%;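 note: plate controls were negative control peptide for no effect and reference peptide for full effect; strong numbers were not always called active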
Starred values were filed as active, the others as inactive; & = joins results of further samples.

No.	Molecule	PriA SSB inh
1	O=S(=O)(NC1=NCCC1)c1cccc(NS(=O)(=O)c2ccc3c(c2)OCCO3)c1	-6
2	COC(=O)c1ccc2occ(-c3oc4ccc(C(=O)OC)cc4c3OCc3ccccc3)c2c1	-2
3	O=C(CCCSc1ccc(F)cc1)N(Cc1ccccn1)c1nc2ccc([N+](=O)[O-])cc2s1	-8
4	CCn1nccc1C(=O)Nc1ccccc1C	-11
5	Cc1cc2ncc3c(n2n1)CCN(S(=O)(=O)CCCOc1ccccc1)C3	-8
6	CCCc1nnsc1C(=O)NCCn1nc(-n2cncn2)ccc1=O	-11
7	CC1(C)CC2CC(C)(CN2S(=O)(=O)c2ccc(C(=O)Nc3nc(-c4nc5ccccc5s4)cs3)cc2)C1 (stereo not drawn)	-17
8	O=C(C1CC1)N1CCc2ccc(NC(=O)C3(c4ccccc4)CCOCC3)cc21	-3
9	COc1ccc2c(c1)CCCC2(O)CNS(=O)(=O)c1cccc2nsnc12 (stereo not drawn)	13
10	O=C(NCCOc1cccc(C(F)(F)F)c1)C1CCCC1	-15
11	CCOC(=O)c1c(NC(=O)C(C)Sc2nc3ccccc3s2)sc2c1CCC2 (stereo not drawn)	-10
12	CC(C)S(=O)(=O)c1nsc2nc(=O)c(C=C3C=Nc4ccccc43)c(N)n12	-2
13	CNc1nn(CC(=O)Nc2ccc(Br)c(C)c2)c(N)c1-c1nc(-c2ccccc2)no1	-21
14	CN(C)S(=O)(=O)c1ccc(C(=O)N2CCSC(c3cc(F)ccc3F)CC2)cc1 (stereo not drawn)	-1
15	O=C(CCc1csc2nc(-c3ccc(Cl)cc3)cn12)NCc1ccc2c(c1)OCO2	-1
16	CCN1CCN(C(=NC2(C(Cl)(Cl)Cl)Oc3cc(Cl)c(Cl)cc3O2)C(F)(F)F)CC1	-10
17	COc1ccccc1-c1coc2cc(OCc3ccc(C)cc3)ccc2c1=O	0
18	Cn1ncc(C#N)c1N=CN1CCCCC1	-22
19	O=C(Cn1nnc2ccccc21)N1CCC(n2ccnn2)C1 (stereo not drawn)	-6
20	Cc1nc(Oc2ccc3c4c2CCCN4CCC3)c2c3c(sc2n1)CCC3	2
21	COCCN(Cc1ccncc1)C(=O)c1cc(C2CC2)on1	-13
22	Cc1ccccc1C(=O)NCCCN1CCOC(c2ccccc2)C1 (stereo not drawn)	-5
23	Cc1cc(C(=O)Nc2nc(-c3ccccn3)cs2)n(C)n1	118*
24	CCOc1ccccc1/C=C(\C)[N+](=O)[O-]	3
25	CCCc1nnsc1C(=O)NCC1(c2cccs2)CCCC1	-20
26	Cc1ccccc1C(=O)NN=Cc1cccc2ccccc12	-3
27	O=C(NCC1CCN(C(=O)Oc2ccccc2)CC1)c1ccco1	-13
28	CCOC(=O)c1c(C)oc2c(-c3ccc(OC)cc3)cc(O)cc12	-4
29	Cc1cc(C)n(CC(=O)Nc2ccc(Cl)cc2)c(=O)c1-c1nc(-c2ccc(Cl)cc2)no1	-6
30	O=C(NCCC1=CCCCC1)C(=O)NCC1CCN(C2CCCC2)CC1	0
31	Cc1nc2cc(NC(=O)c3cccc(Oc4ccccn4)c3)ccc2s1	-11
32	COc1ccc(Cl)cc1NC(=O)C(=O)NCC1(c2cccs2)CC1	2
33	O=C(NCc1ccc2c(c1)OCO2)C1(c2ccccc2)CCOCC1	-5
34	Cc1cc(C)n(-c2ncc(NC(=O)Nc3ccc(Cl)c(C(F)(F)F)c3)cn2)n1	-8
35	O=C(c1ccc(CNS(=O)(=O)c2ccccc2F)cc1)N1CCC(Cc2ccccc2)CC1	-6&8
36	COCCCNC(=O)C1CN(C(C)=O)C1	-11
37	CCc1nc(-c2ccc(N3CCN(C(=O)c4cccnc4OC)CC3)nc2)no1	-3
38	COc1ccc(Cc2nnc(SCC(=O)Nc3cccc(C(F)(F)F)c3)n2-n2cccc2)cc1	0
39	Cc1ccc(NC(=O)Nc2cnc(-n3ccnc3)nc2)c(Cl)c1	-4
40	c1nc(SCc2ccc3c(c2)OCO3)c2c3c(sc2n1)CCCCC3	-11
41	CCNC(=O)CC1SC(=NN=C(C)c2ccccc2)NC1=O (stereo not drawn)	-4
42	CC(NC(=O)NC1CCCCC1)C(c1ccccc1)N1CCN(C)CC1 (stereo not drawn)	2
43	O=C(CSc1nnc(CN2C(=O)c3cccc4cccc(c34)C2=O)n1-c1ccccc1)NCc1ccco1	-19
44	Cc1cnc(NC(=O)[C@@H]2COCC(=O)N2Cc2cccs2)s1	5
45	Cc1cc(C(=O)O)cc(C)n1	-7&8
46	CCCOc1ccc(N2CCN(C(=O)c3c(F)cccc3Cl)CC2)nn1	13
47	COc1ccc(-c2nnc(SCC(=O)C(C#N)=C(C)N)o2)cc1	7
48	O=C(NCCSc1c(-c2ccc(Br)cc2)[nH]c2ccccc12)c1cccs1	10
49	Cn1nc2c(c1NC(=O)c1ccc3c(c1)OCCO3)CCC2	-4
50	COc1ccc(C=NNC(=O)c2nc(-c3ccccc3)cc(-c3ccccc3)n2)cc1	-2
51	CC1=C(C(=O)Nc2ccccc2C)C(c2ccc(C)o2)n2c(sc(=Cc3ccccc3)c2=O)=N1 (stereo not drawn)	9
52	O=C(Nc1ccccc1-c1nc2ccccc2s1)c1cccc(Oc2ccccc2)c1	-12
53	CC(/C=C/c1ccccc1F)=NNC(=O)C(C)C	-7
54	Cc1cc(=O)n(CC(=O)Nc2cc(C)on2)c(N2CCN(c3ccccc3)CC2)n1	0
55	O=C(NCC(c1ccsc1)N1CCOCC1)c1ccc(F)c(F)c1 (stereo not drawn)	-7
56	CC(=O)Nc1ccc(OCC(O)CN2CCC(C)CC2)cc1 (stereo not drawn)	-20
57	O=C(Cc1cccs1)N1CCC(n2ccnn2)C1 (stereo not drawn)	0
58	Cc1ccc(-c2nc3ccccc3nc2N2CCCCC2)cc1	-52
59	C=CCn1c(=O)c2ccc(C(=O)NCc3ccc4c(c3)OCO4)cc2n(CC(=O)Nc2ccc(Br)cc2F)c1=O	-10
60	COc1cn2c(cc1=O)C(=O)N(CCNC(=O)CC1CCCC1)CC2	6

(more compounds)
No.	Molecule	PriA SSB inh
61	CCOC(=O)N1CCN(C(=O)CSc2ncnc3c2cnn3-c2ccc(C)cc2C)CC1	-17&-3
62	Cc1cc(NS(=O)(=O)c2ccc(NC(=O)c3cc(Cl)ccc3[N+](=O)[O-])cc2)no1	-7
63	COc1ccccc1N1CCN(C(=O)/C=C/c2cccc(F)c2)CC1	9
64	CCOc1ccc(C=NNc2ccc(C(F)(F)F)cc2[N+](=O)[O-])cc1O	31
65	O=C(CCSc1ccccc1)N1CCN(C(=O)c2cnn3c2CCCC3)CC1	-16
66	CCCCCCCCn1c(NS(=O)(=O)c2ccc(C)cc2)c(S(=O)(=O)c2ccc(C)cc2)c2nc3ccccc3nc21	54*
67	CCOC(=O)C(C#N)=c1sc(=C2C=Cc3ccccc3N2CC)c(=O)n1CC	-4
68	O=S(=O)(Nc1ccccc1-c1csc(-c2ccccc2F)n1)c1cccnc1	-16
69	COc1ccc(CCN2C(=O)C3C4CC(C5C(C(=O)NN=Cc6ccc(Cl)cc6)=NOC45)C3C2=O)cc1OC (stereo not drawn)	-9
70	O=C(NCc1ccc(Cl)cc1)C(=O)NCC(O)c1cccs1 (stereo not drawn)	-6
71	CC(NC(=O)c1ccco1)c1nc2ccccc2n1Cc1ccc(F)cc1 (stereo not drawn)	-15
72	CC(C)n1ccc(-c2nnc(N)o2)n1	-7
73	O=C1c2cccc3cccc(c23)C(=O)N1CCc1ccc(S(=O)(=O)N2CCCc3ccccc32)cc1	-26&0
74	COc1cn(CC(=O)NCc2ccccc2Cl)c(CN2CCN(c3ccccc3)CC2)cc1=O	-4
75	O=C(CCCCn1c(=O)c2ccccc2n(CC(=O)NC2CCCCC2)c1=O)NCc1cccs1	-7&2
76	N#Cc1cccnc1N1CCC(CNC(=O)C(=O)NCc2ccc3c(c2)OCO3)CC1	-4
77	COc1ccccc1C(=O)N1CCN(c2nccn2-c2ccccc2F)CC1	0
78	O=C(NN=Cc1coc2ccccc2c1=O)c1cc(Br)c(O)c(Br)c1	-9
79	COC(=O)c1ccc(S(=O)(=O)N2CC(n3cc(-c4ccccc4)nn3)C2)cc1	0
80	O=C(Nc1nc2c(s1)COCC2)c1ccno1	0
81	O=c1[nH]nc(SCc2nc(-c3cccc(C(F)(F)F)c3)no2)n2nc(-c3ccco3)cc12	-1
82	COCCNC(=O)C(=O)NN=C(C)CC(=O)Nc1cccc(C(F)(F)F)c1	1
83	CN(C)c1ccc(C=NN(CCC(=O)NC(C)(C)C)C2=NS(=O)(=O)c3ccccc32)cc1	-4
84	Cc1cc(NC(=O)CCOc2ccccc2)n(-c2nc3ccccc3s2)n1	-19
85	O=C(Cn1c(=O)oc2ccccc21)NCC#CCOc1cccc(C(F)(F)F)c1	-10
86	Cc1ccn2c(C=NOCc3ccc(F)cc3)c(-c3ccc(Cl)cc3)nc2c1	-14
87	O=C(Nc1ccccc1F)N1CCCSC[C@@H]1CN1CCOCC1	3
88	CC(C)c1c(C(=O)Nc2nccs2)nnn1-c1cccc(C(F)(F)F)c1	2
89	COc1cc2c(cc1OC)CN(c1ncnc3scc(-c4ccc(Cl)cc4)c13)CC2	-9&-1
90	CC(C)(C)c1cc(NC(=O)CSc2nnc(-c3ccccc3)o2)cc(C(C)(C)C)c1	-3&1
91	COC(=O)c1ccc(NC(=O)Cc2csc(SCc3ccc(Cl)cc3)n2)cc1	-21
92	CC(C)CCN1CCC(=N)NC1=O	3
93	CC(=NNC(=O)c1nnn(-c2nonc2N)c1C(C)C)c1ccc2ccccc2c1	-3
94	CCSc1ccccc1C(=O)NCc1cnn2c1CCCC2	-16
95	O=C(Nc1ccc(F)cc1F)NC1CCN(Cc2noc(-c3ccccc3)n2)C1 (stereo not drawn)	-12
96	Cc1cc(C)n(CC2CCN(CC(=O)N3CCc4ccccc43)CC2)n1	-2
97	COc1ccc2nc(N(CCn3cccn3)C(=O)COc3ccccc3OC)sc2c1	-12&-8
98	N#Cc1nccnc1N1CCC(CNC(=O)CCSc2ccccc2)CC1	-22
99	O=C(NCC(O)C1CCCCC1)c1cnccn1 (stereo not drawn)	0
100	COc1ccc(C=NNC(=O)c2ccncc2)cc1CN1CCCc2ccccc21	-14
101	O=C(Cc1ccc(NS(=O)(=O)c2ccccc2F)cc1)NC1CC1	18
102	CC[C@@H](C(=O)NCCOC)n1cc(-c2nc(-c3ccsc3)no2)ccc1=O	-19
103	O=C(NCc1nc2ccccc2[nH]1)c1c[nH]c(=O)n(Cc2ccc3c(c2)OCO3)c1=O	-13
104	O=C(c1cnn(-c2ccccc2)n1)N1CCN(C[C@H](O)C2CC2)CC1	-5
105	COc1cc2nc(NC(=O)c3ccnn3C)sc2cc1OC	30
106	O=C(NCc1ccccn1)C1CCN(c2ccc(-c3ccccc3)nn2)CC1	-2
107	COc1ccc(-n2nncc2CN2CCN(C(=O)c3ccc4[nH]ccc4c3)CC2)cc1F	2
108	O=C(COc1ccccc1)Nc1nnc(SCc2ccc(Br)cc2)s1	-16
109	CCOC(=O)NN=Cc1ccc(OC/C=C/c2ccccc2)c(OC)c1	-2
110	Cc1nc2ccc(NC(=O)c3ccc(S(=O)(=O)N(C)C)cc3)cc2c(=O)n1-c1ccc(F)cc1	-2
111	C(=NNc1ccccn1)c1ccc(N2CCOCC2)cc1	8
112	Cc1nc2ccc(NS(=O)(=O)c3ccc(OC(F)(F)F)cc3)cc2c(=O)n1-c1ccccc1	-5&3
113	COc1ccc2nc(-c3ccc(C)c(NC(=O)c4c(OC)cccc4OC)c3)cn2n1	-22
114	Brc1cccc(CSc2nccn3nc(-c4ccccc4)cc23)c1	-9
115	COc1cccc(C(=O)NCCNC(=O)c2ccc(NC(=O)C3CC3)cc2)c1	-14
116	CC(C)N=c1scc(-c2cccs2)n1N=Cc1ccc(O)c(O)c1O	29
117	COc1cccc2cc(S(=O)(=O)c3cc(C)cc(C)c3)c(=O)oc12	-5
118	Cn1c(=O)c2ccc(-c3cccs3)nc2n1CC(=O)N1CCN(c2ccccc2)CC1	-4
119	CCOC(=O)c1nn(-c2ccccc2)c(=O)c2c(NC(=O)Cn3c(=O)oc4ccccc43)scc12	-1
120	COC(CNC(=O)C(=O)NCC(C)C)c1cccc(F)c1 (stereo not drawn)	0
121	CS(=O)(=O)N1CCC(C(=O)N2C3CCC2CC(S(=O)(=O)c2ccccc2)C3)CC1 (stereo not drawn)	-20
122	O=S(=O)(c1ccc2ccccc2c1)N1CCN(c2ccc(-c3ccccc3)nn2)CC1	-24

15 compounds already listed, sorted by length of the SMILES, smallest number first:
No.	Molecule	PriA SSB inh
111	C(=NNc1ccccn1)c1ccc(N2CCOCC2)cc1	8
105	COc1cc2nc(NC(=O)c3ccnn3C)sc2cc1OC	30
120	COC(CNC(=O)C(=O)NCC(C)C)c1cccc(F)c1 (stereo not drawn)	0
114	Brc1cccc(CSc2nccn3nc(-c4ccccc4)cc23)c1	-9
108	O=C(COc1ccccc1)Nc1nnc(SCc2ccc(Br)cc2)s1	-16
109	CCOC(=O)NN=Cc1ccc(OC/C=C/c2ccccc2)c(OC)c1	-2
106	O=C(NCc1ccccn1)C1CCN(c2ccc(-c3ccccc3)nn2)CC1	-2
117	COc1cccc2cc(S(=O)(=O)c3cc(C)cc(C)c3)c(=O)oc12	-5
115	COc1cccc(C(=O)NCCNC(=O)c2ccc(NC(=O)C3CC3)cc2)c1	-14
113	COc1ccc2nc(-c3ccc(C)c(NC(=O)c4c(OC)cccc4OC)c3)cn2n1	-22
122	O=S(=O)(c1ccc2ccccc2c1)N1CCN(c2ccc(-c3ccccc3)nn2)CC1	-24
107	COc1ccc(-n2nncc2CN2CCN(C(=O)c3ccc4[nH]ccc4c3)CC2)cc1F	2
112	Cc1nc2ccc(NS(=O)(=O)c3ccc(OC(F)(F)F)cc3)cc2c(=O)n1-c1ccccc1	-5&3
119	CCOC(=O)c1nn(-c2ccccc2)c(=O)c2c(NC(=O)Cn3c(=O)oc4ccccc43)scc12	-1
110	Cc1nc2ccc(NC(=O)c3ccc(S(=O)(=O)N(C)C)cc3)cc2c(=O)n1-c1ccc(F)cc1	-2

A portion of the library; the hit share may differ from the screen's.
